C diff growth: blocks growth of Clostridium difficile. growth activity, negative = inhibition, % at 16 µg/mL (by protocol). Clostridium difficile clinical isolate growth, OD600, 24 h; stronger effect = lower value. actives 0.25% (n = 86,000);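 active = mean growth activity at or below -80% and every replicate also at or below -80%; inconclusive = mean at or below -80% but some replicate above -80%; inactive = mean growth activity above -80%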;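 note: 0% = DMSO wells and -100% = levofloxacin 16 µg/mL wells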
T cruzi growth: T. cruzi proliferation inhibition; T. cruzi beta-gal in NIH3T3, GalScreen luminescence, 90 h; inhibition, % at 8.34 µM; actives 5.9% (n = 77,000); AID 624255;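 active = mean inhibition above about 93%, with at least 55% of replicates each passing it, limit read from the data, passing the limit was not always enough; inconclusive = only one of those two conditions holds; inactive = neither condition holds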
GASC1 inh: KDM4C (human) demethylase inhibition. AID 720574. actives 0.15% (n = 96,000). GST-KDM4C 2-372, H3K9me3 peptide, LANCE TR-FRET. inhibition, % at 12.5 µM;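 active = mean replicate inhibition above about 25%, with at least 55% of replicates also reaching it, limit read from the data, passing the limit was not always enough; inconclusive = only one of those two conditions met; inactive = neither condition met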
Target sequence (Q9H3R0 2-372 limits assumed): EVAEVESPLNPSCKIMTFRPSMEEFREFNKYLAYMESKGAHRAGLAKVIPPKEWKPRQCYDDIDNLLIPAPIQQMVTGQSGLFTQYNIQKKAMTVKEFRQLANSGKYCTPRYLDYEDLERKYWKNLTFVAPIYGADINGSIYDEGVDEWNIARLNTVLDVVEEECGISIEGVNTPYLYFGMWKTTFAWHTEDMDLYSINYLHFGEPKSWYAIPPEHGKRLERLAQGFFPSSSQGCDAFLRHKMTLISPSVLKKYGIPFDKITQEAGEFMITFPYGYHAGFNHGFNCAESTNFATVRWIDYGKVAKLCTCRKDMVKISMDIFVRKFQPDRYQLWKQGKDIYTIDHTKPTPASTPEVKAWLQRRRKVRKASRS
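Test system: N-terminal GST-fused human GASC-1 (KDM4C) fragment, residues 2-372; quantity: GASC-1 enzyme at 10 nM final in reaction; dosing: single dose; schedule: 30 min demethylation and 1 h detection at room temperature; signal: LANCE TR-FRET, excitation 340 nm, emissions 618 and 671 nm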
Pf Dd2 growth: blocks growth of Plasmodium falciparum Dd2 parasites | AID 1159554 | actives 2.3% (n = 94,000) | P. falciparum Dd2 growth, SYBR Green, 72 h; stronger effect = lower value | activity change, % at 10 µM; in the data active = activity change below about -80%; inconclusive = no clear call, values can overlap the other calls
* marks the source's active call; other numbers are inactive results; ? = inconclusive; nt = no result given; & = joins results of further samples.

Second line of a record – C diff growth, T cruzi growth, GASC1 inh, Pf Dd2 growth
- COCC(=O)N1CC2(C1)CN(Cc1ccccn1)[C@H](CO)c1[nH]c3cc(OC)ccc3c12
    2, nt, -0.5, 1
- CCC(=O)N1CCC2(CC1)CN(C(=O)Cc1ccccc1)[C@@H](CO)c1c2c2ccc(OC)cc2n1C
    7, nt, -1.1, -74
- O=C(NCCN1CCCCC1)[C@@H]1[C@@H](CO)[C@@H]2Cn3c(cccc3=O)[C@@H]2N1Cc1ccccn1
    -2, 38, -0.8, nt
- COc1ccc(NC(=O)Nc2ccc3c(c2)C(=O)N([C@H](C)CO)C[C@@H](C)[C@H](CN(C)Cc2ccc(Cl)c(Cl)c2)OCCCC[C@@H](C)O3)cc1
    -2, 126*, -0.2, -84*
- OC[C@H]1[C@H](c2ccc(Br)cc2)[C@@H]2CN(Cc3ccccn3)CCCCN12
    -1, 109*, -1.9, -12
- C[C@H](CO)N1C[C@H](C)[C@H](CN(C)S(C)(=O)=O)Oc2cc(C#CCN(C)C)ccc2S1(=O)=O
    5, 8, 4.8, nt
- CCCN1[C@@H]2c3ccc(-c4ccccc4OC)c(=O)n3C[C@@H]2[C@@H](CO)[C@@H]1C(=O)Nc1nccs1
    -3, 72, 1.2, nt
- COc1ccc(NC(=O)N(C)C[C@@H]2OCCCC[C@H](C)Oc3ccc(NC(=O)CCCN(C)C)cc3C(=O)N([C@H](C)CO)C[C@H]2C)cc1
    -7, -3, 3.4, -45
- COc1ccc(NC(=O)Nc2cccc3c2O[C@@H](CN(C)Cc2ccc(C(F)(F)F)cc2)[C@H](C)CN([C@@H](C)CO)C3=O)cc1
    8, 53, -1.5, -26
- CCc1cnc(N2[C@H](C#N)[C@@H](c3ccc(-c4cccc(F)c4)cc3)[C@@H]2CO)s1
    -4, ?, -1.7, -22
- CC=Cc1ccc2n(c1=O)C[C@H]1[C@H](CO)[C@@H](C(=O)NCc3ccccc3F)N[C@@H]21 (mixture of isomers)
    4, 48, -1.3, nt
- COc1ccc(NC(=O)Nc2cccc3c2O[C@@H](CN(C)C(=O)Nc2cccc4ccccc24)[C@H](C)CN([C@@H](C)CO)C3=O)cc1
    -12, -34, 0.9, -52
- CC(C)NC(=O)Nc1ccc2c(c1)CC(=O)N([C@@H](C)CO)C[C@@H](C)[C@H](CN(C)Cc1ccc(C(=O)O)cc1)O2
    3&-4, nt, 0.4, 4
- C[C@H]1CN([C@@H](C)CO)C(=O)c2cc(C#CCC3CCCC3)cnc2O[C@H]1CN(C)C(=O)c1cnccn1
    0, 15, 12, -14
- COCC(=O)N(C)C[C@@H]1Oc2cc(-c3ccc(C)cc3)ccc2S(=O)(=O)N([C@@H](C)CO)C[C@H]1C
    -14, 15, 0.1, nt
- C[C@@H]1CN([C@H](C)CO)C(=O)Cc2cc(NS(=O)(=O)c3ccc(F)cc3)ccc2O[C@H]1CN(C)S(=O)(=O)c1cn(C)cn1
    -4, -17, 1.7, 8
- O=C(O)C[C@@H]1C=C[C@@H](NC(=O)Nc2cc(F)ccc2F)[C@H](CO)O1
    0, 24, -0.9, 13
- C/C=C/c1cnc2c(c1)C(=O)N([C@@H](C)CO)C[C@H](C)[C@H](CN(C)C(=O)c1cccnc1)O2
    3, 29, 2.1, 24
- CS(=O)(=O)Nc1ccc2c(c1)[C@@H]1C[C@@H](CC(=O)NCc3ccncc3)O[C@H](CO)[C@@H]1O2
    0, 117*, -0.2, -14
- COc1ccc(NC(=O)Nc2ccc3c(c2)[C@H]2C[C@@H](CC(=O)N4CCOCC4)O[C@@H](CO)[C@H]2O3)cc1
    1, -4, 0.2, 4
- CCCNC(=O)C[C@@H]1CC[C@H]2[C@@H](COc3ccc(NC(=O)Nc4c(C)noc4C)cc3C(=O)N2C)O1
    -4, 13, 0.0, 4
- CCS(=O)(=O)N1CCC2(CC1)CN(S(=O)(=O)c1cn(C)cn1)[C@@H](CO)c1[nH]c3cc(OC)ccc3c12
    2, nt, -0.5, 3
- CS(=O)(=O)Nc1ccc2c(c1)[C@H]1C[C@@H](CC(=O)NCc3cc(F)ccc3F)O[C@H](CO)[C@H]1O2
    -7, 27, 0.0, 3
- Cc1ccc(S(=O)(=O)N(C)C[C@@H]2OCCCC[C@H](C)Oc3ccc(NS(=O)(=O)c4cccs4)cc3C(=O)N([C@H](C)CO)C[C@H]2C)cc1
    nt, 118*, 1.4, -55
- C[C@H](CO)N1C[C@H](C)[C@H](CN(C)S(C)(=O)=O)Oc2c(NS(=O)(=O)c3ccc(F)cc3)cccc2C1=O
    -5, 11, 0.4, 51
- Cc1noc(C)c1S(=O)(=O)Nc1ccc2c(c1)C(=O)N([C@@H](C)CO)C[C@H](C)[C@@H](CN(C)C(=O)CCCN(C)C)OCCCC[C@H](C)O2
    -5, -14, 1.3, 32
- C[C@@H]1CN([C@@H](C)CO)C(=O)c2cccc(NC(=O)C3CC3)c2O[C@@H]1CN(C)S(=O)(=O)c1ccc(F)cc1
    1, 52, -0.2, -18
- C[C@H]1CN([C@@H](C)CO)C(=O)Cc2cc(NC(=O)NC3CCCCC3)ccc2O[C@@H]1CN(C)CC1CC1
    2, -25, -0.8, 4
- COc1ccc(NC(=O)N(C)C[C@H]2Oc3ncc(C#CCC(C)C)cc3C(=O)N([C@@H](C)CO)C[C@@H]2C)cc1
    -24, -35, 1.1, -11
- O=C(Nc1cc(F)ccc1F)N1CCCCN2[C@H](CO)[C@@H](c3ccc(-c4cccnc4)cc3)[C@@H]2C1
    7, 69, -1.6, -1

Quoted at random: 3 records from the list, in no set order.
Second line of a record – C diff growth, T cruzi growth, GASC1 inh, Pf Dd2 growth
- C[C@H](CO)N1C[C@H](C)[C@H](CN(C)S(C)(=O)=O)Oc2c(NS(=O)(=O)c3ccc(F)cc3)cccc2C1=O
    -5, 11, 0.4, 51
- CCC(=O)N1CCC2(CC1)CN(C(=O)Cc1ccccc1)[C@@H](CO)c1c2c2ccc(OC)cc2n1C
    7, nt, -1.1, -74
- COc1ccc(NC(=O)Nc2cccc3c2O[C@@H](CN(C)Cc2ccc(C(F)(F)F)cc2)[C@H](C)CN([C@@H](C)CO)C3=O)cc1
    8, 53, -1.5, -26

In the list so far, these contain an NH in an aromatic ring:
Second line of a record – C diff growth, T cruzi growth, GASC1 inh, Pf Dd2 growth
- COCC(=O)N1CC2(C1)CN(Cc1ccccn1)[C@H](CO)c1[nH]c3cc(OC)ccc3c12
    2, nt, -0.5, 1
- CCS(=O)(=O)N1CCC2(CC1)CN(S(=O)(=O)c1cn(C)cn1)[C@@H](CO)c1[nH]c3cc(OC)ccc3c12
    2, nt, -0.5, 3

New compounds follow
SMILES	C diff growth	T cruzi growth	GASC1 inh	Pf Dd2 growth
COc1ccccc1-c1ccc2c(c1)O[C@@H](CN(C)S(=O)(=O)c1ccc(C)cc1)[C@H](C)CN([C@H](C)CO)S2(=O)=O	8	127*	-2.0	-84*
COCCNC(=O)C[C@H]1CC[C@H](NC(=O)NC2CCCC2)[C@@H](CO)O1	-1	nt	-0.3	2
Cc1noc(C)c1NC(=O)N[C@H]1CC[C@H](CCNC(=O)C2CCOCC2)O[C@@H]1CO	nt	-9	0.1	10
CC(=O)N(C)C[C@H]1OCc2ccccc2-c2ccccc2C(=O)N([C@@H](C)CO)C[C@@H]1C	-2	-15	0.9	43
C[C@@H](NC(=O)[C@@H]1[C@@H](CO)[C@@H]2Cn3c(ccc(-c4ccccc4F)c3=O)[C@H]1N2)c1ccccc1	-2	4	-0.6	2
CC(C)NC(=O)N(C)C[C@@H]1Oc2c(NC(=O)C3CCCCC3)cccc2C(=O)N([C@H](C)CO)C[C@@H]1C	2	18	2.1	3
COc1cccc(S(=O)(=O)N(C)C[C@H]2OCc3cn(nn3)CCCC(=O)N([C@H](C)CO)C[C@H]2C)c1	0	38	0.5	-10
Cc1ccc(-c2ccc([C@@H]3[C@@H](CO)N4CCCCN(C(=O)c5ccc(F)cc5)C[C@@H]34)cc2)cc1	-6	107*	-0.5	-6
COc1ccc(CN2C[C@H](O)COC[C@@H]3O[C@@H](CC(=O)NCc4ccccc4Cl)CC[C@H]32)cc1	44&37	-21	2.2	-1
O=C(C[C@@H]1CC[C@H]2[C@@H](COC[C@H](O)CN2C(=O)c2ccccc2F)O1)NCc1ccc(Cl)cc1	nt	-22	0.6	0
COc1ccc(-c2ccc([C@@H]3[C@H](CO)N4CCCCN(C(=O)c5ccc6c(c5)OCO6)C[C@@H]34)cc2)cc1	-1	108*	-0.5	-32
C[C@@H]1CN([C@@H](C)CO)C(=O)c2cc(NS(=O)(=O)c3ccccc3)ccc2O[C@@H](C)CCCCO[C@@H]1CN(C)S(=O)(=O)c1ccccc1	nt	36	1.0	-21
C[C@@H]1CN([C@@H](C)CO)C(=O)Cc2cc(NC(=O)CCCCCC(=O)Nc3ccccc3N)ccc2O[C@@H]1CN(C)S(=O)(=O)c1ccc(Cl)cc1	nt	57	1.4	-63
CO[C@@H]1CN(C)C(=O)c2cc(NC(=O)C3CC3)ccc2OC[C@@H](C)N(Cc2ccncc2)C[C@@H]1C	nt	66	0.1	nt
C[C@@H]1CCCCO[C@@H](CN(C)Cc2ccc3c(c2)OCO3)[C@H](C)CN([C@@H](C)CO)C(=O)c2cc(NS(=O)(=O)c3ccccc3)ccc2O1	nt	nt	-0.1	-46
COCC(=O)Nc1ccc2c(c1)C(=O)N(C)C[C@H](OC)[C@H](C)CN(C(C)=O)[C@@H](C)CO2	8	-22	0.4	-2
C[C@H]1CN([C@@H](C)CO)C(=O)c2cc(NS(=O)(=O)c3cccs3)ccc2O[C@@H]1CN(C)S(=O)(=O)c1cccs1	nt	11	1.5	21
CNC(=O)C[C@H]1CC[C@H]2[C@H](COc3ccc(NS(=O)(=O)c4cccc(F)c4)cc3C(=O)N2C)O1	-1	19	-1.7	15
Cc1ccccc1S(=O)(=O)N1CC(=O)N2[C@H](CO)[C@@H](c3ccc(C#CCC(C)C)cc3)[C@H]2C1	-1	nt	1.3	-30
COCC#Cc1ccc([C@H]2[C@@H](C#N)N(C(=O)Cc3ccccc3)[C@@H]2CO)cc1	-3	90	0.0	-71
O=C(Nc1cccc(Cl)c1)N[C@H]1CC[C@@H](CCNC(=O)C2CCOCC2)O[C@@H]1CO	6	19	1.0	3
C[C@@H]1CN([C@H](C)CO)C(=O)c2cc(NC(=O)C3CC3)ccc2O[C@@H]1CN(C)C(=O)Nc1ccc2c(c1)OCO2	-2	23	5.8	16
C[C@H]1CN([C@@H](C)CO)C(=O)c2cc(-c3cccc(F)c3)cnc2O[C@@H]1CN(C)Cc1ccncc1	22	29	0.1	15
CC(=O)N(C)C[C@@H]1Oc2cc(C#CC3CCCCC3)ccc2S(=O)(=O)N([C@@H](C)CO)C[C@@H]1C	-8	76	-2.3	-55
CNC[C@H]1Oc2c(NC(=O)NC3CCCCC3)cccc2C(=O)N([C@H](C)CO)C[C@@H]1C	-2	27	3.8	1
Cc1noc(C)c1S(=O)(=O)N(C)C[C@H]1Oc2ccc(NC(=O)Cc3ccccc3)cc2CC(=O)N([C@@H](C)CO)C[C@H]1C	-4	54	-0.1	-24
C[C@@H]1CN([C@@H](C)CO)C(=O)c2cc(NC(=O)CCN3CCOCC3)ccc2O[C@H]1CN(C)Cc1ccccc1	-1	0	-0.7	-7
COc1ccc2c3c([nH]c2c1)[C@@H](CO)N(C(=O)c1ccccn1)CC31CCN(C(=O)C2CC2)CC1	-1	nt	0.8	-39
CCS(=O)(=O)Nc1ccc2c(c1)C(=O)N(C)C[C@H](OC)[C@H](C)CN(C(=O)CN(C)C)[C@H](C)CO2	-2	6	0.6	16
C[C@H](CO)N1C[C@H](C)[C@H](CN(C)Cc2ccncc2)Oc2ncc(C3=CCCCC3)cc2C1=O	-2	-4	1.1	nt
C[C@@H]1CCCCO[C@H](CN(C)S(=O)(=O)c2ccc(Cl)cc2)[C@H](C)CN([C@H](C)CO)C(=O)c2cc(NS(=O)(=O)c3ccccc3)ccc2O1	2	99	-1.3	-70
C[C@H](O)C#Cc1ccc([C@H]2[C@H](CO)N3CCCCN(C(=O)Nc4ccccc4)C[C@@H]23)cc1	-1	26	-0.3	-53
CC=Cc1ccc2n(c1=O)C[C@@H]1[C@@H](CO)[C@H](C(=O)NCC3CC3)N(Cc3ccccc3)[C@H]21 (mixture of isomers)	-1	45	8.0	13
CCC(=O)N1CC2(CCN(Cc3ccccc3Cl)CC2)c2c([nH]c3cc(OC)ccc23)[C@H]1CO	-1	nt	-2.1	-78
C[C@@H]1CN([C@@H](C)CO)C(=O)Cc2cc(NC(=O)c3ccncc3)ccc2O[C@H]1CN(C)S(C)(=O)=O	-1	9	1.5	5
Cc1ccc(S(=O)(=O)Nc2ccc3c(c2)C(=O)N([C@@H](C)CO)C[C@H](C)[C@H](CN(C)Cc2ccc4c(c2)OCO4)OCCCC[C@H](C)O3)cc1	10	20	1.3	-68
